Assay outcomes: PubChem BioAssay, several laboratories
IEC-6 tox = kills IEC-6 intestinal cells in KLF5 counter-screen; IEC-6 cytotoxicity, luminescence viability; inhibition, % at 5 µM; actives 0.78% (n = 290,000); AID 1825; in the data active = inhibition above about 22%;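 note: 0% = plate median of test compound wells and 100% = cytotoxic reference compound wells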
AI-2 QS mod = modulates the Vibrio harveyi AI-2 quorum sensing system | Vibrio harveyi JMH597 AI-2 luminescence/OD600 ratio, 9 h; active compounds read low; strain lacks LuxN and CqsS sensors; 0 = neutral-control median | activity change, % at 7.5 µM | actives 0.4% (n = 300,000); in the data active = activity change below about -75%, passing the limit was not always enough; inconclusive = no clear call, values can overlap the other calls;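 note: luminescence divided by OD600 gain over 9 h not by final OD600 alone; inactives centre near 13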
KLF5 inh = inhibitors of KLF5 expression | inhibition, % at 5 µM | AID 1700 | DLD-1 KLF5 promoter-luciferase reporter, luminescence | actives 0.23% (n = 290,000);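 active = inhibition above a per-plate limit of that plate's mean compound inhibition plus 3 SD, cut at about 60% in these data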;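 note: 0% = DMSO wells and 100% = LY294002 at 200 µM; higher means less KLF5 promoter-driven luciferase light; inactives centre near -14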
HSF1 inh = HSF1 inhibition; activity change, negative = inhibition, % at 7.5 µM (by protocol); NIH3T3-HGL HSE-luciferase, MG132-induced, luminescence 8 h; active compounds read low; actives 0.77% (n = 300,000); AID 2098;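 active = more than half of replicate wells show activity change below -50%, luminescence cut by over half; inconclusive = some wells, but at most half, below -50%; inactive = no replicate well below -50%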;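 note: luciferase reports HSF-1 transcriptional activity via heat shock element; 0% = median of DMSO wells and -100% = zero luminescence signal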
GSK3A inh = inhibitors of human GSK-3 alpha kinase; P49840; ADP-Glo luminescence, 60 min; inhibition, % at 10 µM; actives 0.1% (n = 320,000);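 in the data active = inhibition above about 50%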;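 note: GST-tagged GSK-3 alpha with peptide substrate and 25 µM ATP; 0% = DMSO neutral wells and 100% = GW8510 positive control wells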
Target sequence (P49840 whole entry, looked up): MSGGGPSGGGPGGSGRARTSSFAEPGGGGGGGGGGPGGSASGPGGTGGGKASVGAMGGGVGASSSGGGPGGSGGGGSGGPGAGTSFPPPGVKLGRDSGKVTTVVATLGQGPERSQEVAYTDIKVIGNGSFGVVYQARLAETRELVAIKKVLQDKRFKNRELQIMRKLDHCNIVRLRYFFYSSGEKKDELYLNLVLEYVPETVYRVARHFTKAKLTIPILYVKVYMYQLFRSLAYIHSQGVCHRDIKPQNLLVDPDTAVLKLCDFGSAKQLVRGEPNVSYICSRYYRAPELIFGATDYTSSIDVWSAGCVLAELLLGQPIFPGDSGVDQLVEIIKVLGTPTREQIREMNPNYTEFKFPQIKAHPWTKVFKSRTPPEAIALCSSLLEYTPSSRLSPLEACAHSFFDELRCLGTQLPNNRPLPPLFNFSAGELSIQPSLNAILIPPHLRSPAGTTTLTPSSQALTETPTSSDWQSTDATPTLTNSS
HSP90 refold inh = blocks HSP90-mediated luciferase refolding in reticulocyte lysate | Rabbit reticulocyte lysate, luciferase refolding luminescence, 3 h | inhibition, % at 5.6 µM | actives 0.91% (n = 290,000) | AID 1789;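 active = inhibition above the screen-wide mean plus 3 SD, computed separately per campaign, cut at about 16% in these data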;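 note: 0% = DMSO wells and 100% = 60 µM geldanamycin wells; inhibitors lower the luminescence because luciferase stays unfolded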
GSK3B inh = inhibitors of human GSK3beta kinase; P49841; GST-GSK3beta kinase, ADP-Glo luminescence, 60 min; active compounds read low; activity score (negative = inhibition), % at 10 µM; actives 0.038% (n = 300,000);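 active = more than half of replicate wells score below -50%, meaning over 50% inhibition versus plate controls; inconclusive = some replicates but at most half score below -50%; inactive = no replicate scores below -50%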;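 note: 0% = median DMSO wells and -100% = median GW8510 positive control wells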
Target sequence (P49841 whole entry, looked up): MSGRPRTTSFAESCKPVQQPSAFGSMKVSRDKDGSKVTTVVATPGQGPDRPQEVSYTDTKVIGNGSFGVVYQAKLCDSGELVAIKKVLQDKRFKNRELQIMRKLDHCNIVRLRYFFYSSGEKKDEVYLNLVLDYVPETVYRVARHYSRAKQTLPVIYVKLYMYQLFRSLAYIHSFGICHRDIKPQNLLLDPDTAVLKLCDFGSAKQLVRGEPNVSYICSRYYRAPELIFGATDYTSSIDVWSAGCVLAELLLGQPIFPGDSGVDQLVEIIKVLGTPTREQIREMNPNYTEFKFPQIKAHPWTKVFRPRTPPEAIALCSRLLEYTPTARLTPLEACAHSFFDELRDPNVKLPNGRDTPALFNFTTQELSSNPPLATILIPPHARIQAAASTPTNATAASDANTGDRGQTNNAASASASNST
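test system = GST-tagged human GSK3beta kinase, cell-free | reagent = 25 µM ATP with peptide substrate | dosing = one dose of 10 µM per compound | schedule = 60 min reaction, RT | detection = luminescent ADP-Glo measurement of ADP formed | control set = DMSO neutral wells and GW8510 at 20 µM as positive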
HSF1 activator = increases HSF-1 driven luciferase reporter signal; AID 504408; actives 1.7% (n = 300,000); activation, % at 9 µM; NIH3T3-HGL HSF-1 luciferase reporter, MG132, 8 h; 100% = twice DMSO control signal;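 active = mean replicate activation of at least 50% with a set share of replicates each reaching 50%; inconclusive = only one of those two conditions met; inactive = mean below 50% and too few replicates reaching it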;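 note: 0% = median of the neutral control wells and 100% = twice that signal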
PolyA inhibitor = blocks polyadenylation in yeast reporter cells | AID 1875 | actives 0.02% (n = 300,000) | calls only at 12 µM | S. cerevisiae SKY197-pL101 polyadenylation reporter, beta-gal luminescence; efflux-impaired pdr1/pdr3 knockout yeast; score 100 = 6 SD above DMSO;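 active = lowest replicate activity score at least 50, where 100 means six control SD above control mean; inconclusive = lowest score under 50 but half or more replicates reach 50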;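 note: yeast exposed to compound for 9 h at 30 °C; higher score means more reporter readthrough which indicates perturbed polyadenylation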
aSyn 5UTR inh = MLPCN primary screen, SNCA 5' untranslated region; inhibition, % (tested at 7.5 µM); alpha-synuclein 5'UTR reporter, inhibitor activity; actives 0.82% (n = 300,000); in the data active = inhibition above about 60%; inconclusive = no clear call, values can overlap the other calls;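 note: H4 neuroglioblastoma cells stably carrying SNCA 5'UTR luciferase fusion; 0% = DMSO wells and 100% = positive control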
Active calls of the source: *; i = inactive; ? = inconclusive; . = not tested or not shown; & = joins results of further samples.

SMILES | IEC-6 tox | AI-2 QS mod | KLF5 inh | HSF1 inh | GSK3A inh | HSP90 refold inh | GSK3B inh | HSF1 activator | PolyA inhibitor | aSyn 5UTR inh
Cc1ccc(Cl)cc1NC(=O)COC(=O)c1ccc(N2CCCC2)c([N+](=O)[O-])c1 | 0 | 24 | -9 | -1 | -3 | 0 | -24 | 11 | i | 5
Cc1ccc(C)c(OCC(=O)Nc2nc3ccc([N+](=O)[O-])cc3s2)c1 | 2 | 15 | -5 | -2 | 3 | 2 | 0 | 0 | i | -3
CCC1CCCCN1CCNS(=O)(=O)c1ccc2c(c1)CCN2C(C)=O (stereo unspecified) | -2 | 8 | -38 | 3 | -1 | 5 | 3 | -7 | i | -2
CC1Cc2ccccc2N1CC(=O)c1c(N)n(Cc2ccccc2)c(=O)n(C)c1=O (stereo unspecified) | -1 | -1 | -33 | -4 | -3 | 2 | -2 | 34 | i | -4
Cc1ccc(-n2c(C)cc(/C=C3/C(=N)N4C(c5ccccc5)=CSC4=NC3=O)c2C)cc1 | 2 | 23 | 9 | -4 | -2 | 3 | -18 | -3 | i | -8
CC1CCCC(C)N1C(=O)COC(=O)CNC(=O)c1sc2ccccc2c1Cl (stereo unspecified) | . | 1 | . | -4 | . | . | 3 | 1 | i | -3
CCC(=O)N1CCc2cc(S(=O)(=O)NCCCN(CC)Cc3ccccc3)ccc21 | -3 | 16 | 1 | 4 | 0 | -1 | 2 | 5 | i | 28
CC(C)CC1Nc2ncnc(N3CCN(c4ccccc4)CC3)c2N(Cc2ccc(Br)cc2)C1=O (stereo unspecified) | . | 20 | . | 9 | 0 | . | -4 | -15 | i | 28
Cc1nc(NN)nc(NCc2ccccc2)n1 | -4 | . | -18 | -4 | 0 | 0 | . | -16 | i | -3
Cc1ccc(S(=O)(=O)N2CCC3(CC2)OCCO3)s1 | -3 | 22 | -2 | 7 | 3 | -2 | 1 | 16 | i | 6
CC(=O)c1ccc(OCCCC(=O)Nc2cc(Cl)ccc2-n2cncn2)cc1 | 7 | 8 | -12 | 0 | -1 | -1 | 3 | 8 | i | 5
O=C(/C(=C\c1ccccc1)c1nc2ccccc2[nH]1)c1ccc(Cl)cc1 | 6 | 30 | -6 | 28 | 0 | 0 | -2 | 45 | i | -228
Cc1cc(C(=O)CSc2nnc(-c3ccc(F)cc3)o2)c(C)n1CC1CCCO1 (stereo unspecified) | -1 | 30 | -13 | -4 | 0 | 3 | 4 | -10 | i | 2
COc1ccc(N2CCN(C(CNC(=O)C(=O)NCC(OC)OC)c3ccco3)CC2)cc1 (stereo unspecified) | -3 | 29 | -20 | 2 | -3 | -9 | 1 | -14 | i | -19
CCn1c(SCC(=O)N(C)CC(=O)Nc2ccc(F)c(F)c2F)nnc1-c1ccco1 | -2 | 10 | -13 | -3 | 2 | 0 | -7 | 2 | i | 0
CCOC(=O)c1ccc(-n2c(O)c(/C=N/NC(=O)C3COc4ccccc4O3)c3ccccc3c2=O)cc1 (stereo unspecified) | -3 | 5 | -5 | 8 | 0 | 0 | 1 | 1 | i | 16
O=C(O)CCCN=C1NC2(CCCC2)Cc2ccccc21 | 4 | 20 | -5 | -1 | 1 | 3 | 2 | 1 | i | 3
Cc1ccc(C(=O)N/C(=C/c2ccc(-c3cccc([N+](=O)[O-])c3)o2)C(=O)NC(C)(C)C)cc1 | 3 | 9 | -8 | 11 | 0 | 7 | -1 | 15 | i | 6
CC1(C)Cc2c(sc3c2c2ncnn2c2nnc(SCC(=O)NCc4ccco4)n32)CO1 | 1 | 20 | -3 | -2 | 1 | 1 | 0 | 5 | i | -23
COc1ccc(CN(C)S(=O)(=O)c2nnc(NC(=O)c3cccc(F)c3)s2)cc1 | -3 | 2 | -32 | -1 | -2 | -5 | 2 | 30 | i | -15
NNC(=O)c1sc(-c2ccccc2)cc1N | 1 | 30 | -36 | 4 | 2 | -1 | 4 | -10 | i | -29
Cc1nc([N+](=O)[O-])c(Sc2nc3ccccc3[nH]2)n1Cc1ccccc1 | 9 | 41 | -4 | 46 | -2 | 6 | -2 | 56* | i | -3
CCn1cc(CN2CCC(n3nccc3NC(=O)c3ccccc3OC)CC2)cn1 | 14 | 29 | 6 | -7 | 14 | 1 | 1 | -6 | i | 2
Cc1ccc(NC(=O)Cc2n[nH]c(=S)n2C)cc1 | 0 | 2 | -34 | -2 | 0 | -1 | -1 | -13 | i | -10
COc1ccc(C(=O)/C=C/c2ccccc2OC)c(OC(=O)c2ccc([N+](=O)[O-])cc2)c1 | 3 | 16 | -34 | 33 | 0 | -3 | 2 | ? | i | -332
O=C1c2cccnc2C(=O)N1Cc1ccc(F)cc1S(=O)(=O)NCc1ccco1 | -2 | 24 | -15 | -5 | . | -4 | -3 | -4 | i | -7
CC(C)c1ccc(NC(=O)COc2ccccn2)cc1 | 4 | -83* | -79 | 14 | -2 | 2 | -1 | 39 | . | -130
COc1ccc2noc3c2c1C(=O)c1ccccc1-3 | . | 21 | . | 3 | 6 | . | 1 | 1 | i | -43
CNc1nc(-c2ccc(OC)cc2)c(-c2ccc(OC)cc2)s1 | 5 | 21 | -10 | -7 | 0 | 3 | 3 | -25 | i | 44
CCn1cnc2cc(NC(=O)c3ccco3)ccc21 | 2 | 46 | -116 | 14 | -9 | 8 | -2 | 25 | i | -54
O=C1CSC(c2ccccn2)N1c1ccc(Br)cc1 (stereo unspecified) | -4 | 24 | -28 | 14 | -4 | 3 | 3 | 3 | i | -7
Cc1ccc(NC(=O)C2COc3ccccc3O2)nc1 (stereo unspecified) | -6 | 4 | -92 | 14 | -1 | -5 | -10 | 33 | i | -106
CCSc1ccccc1C(=O)Nc1ccc2c(c1)OCO2 | 2 | 7 | -20 | 7 | -1 | 3 | 5 | 15 | i | -51
COC(=O)c1cccc(NC(N)=S)c1 | 2 | 30 | -22 | 0 | -3 | 3 | 1 | 15 | i | -24
COc1cccc(-n2c(-c3ccc4[nH]c(C)c(C)c4c3)n[nH]c2=S)c1 | 48* | -11 | -25 | -17 | 0 | 5 | 2 | -19 | i | 4
Cc1cc(C)c2cc(C#N)c(SCC(=O)NCC3CCCO3)nc2c1 (stereo unspecified) | 3 | 23 | 9 | -5 | -2 | 2 | 0 | 7 | i | 13
CC(=O)N1CCc2c(sc(NC(=O)Cc3ccc(F)cc3)c2C#N)C1 | -2 | 0 | -30 | 1 | -1 | -6 | -1 | 8 | i | -1
O=C(c1ccccc1NS(=O)(=O)c1cccc([N+](=O)[O-])c1)N1CCCC1 | -3 | 26 | 2 | -3 | 0 | -3 | -2 | -11 | i | 44
CC1CCCC(C)N1NC(=O)c1cccc(S(=O)(=O)N2CCc3ccccc32)c1 (stereo unspecified) | -4 | 22 | 14 | 8 | -2 | 3 | 4 | 13 | i | 5
Cc1ccc(S(=O)(=O)NC(C)C(=O)NC2CC2)cc1 (stereo unspecified) | -2 | 12 | -6 | -9 | . | -3 | 3 | 7 | . | 15
CC1(C)CC(NC(=O)c2cc([N+](=O)[O-])cc([N+](=O)[O-])c2)CC(C)(C)N1 | -2 | 28 | 12 | 3 | -2 | -5 | 2 | 28 | i | 14
CC(=O)c1ccc(N2CCN(C(=O)c3cccs3)C(C)C2)c(F)c1 (stereo unspecified) | 2 | -3 | 6 | 1 | -2 | 4 | -2 | -10 | i | -1
COc1ccc(N2CCN(C(=O)CNC(=O)c3ccc(C(C)(C)C)cc3)CC2)cc1 | -1 | -3 | -42 | -1 | -3 | 3 | -1 | 10 | i | 4
CC(=O)N1CCN(CC(=O)Nc2c(Cl)cc(Cl)cc2Cl)CC1 | -5 | 18 | 18 | 0 | -3 | 2 | 0 | 4 | i | 19
Cc1cccn2cc(CCNC(=O)Cc3cccs3)nc12 | 2 | 10 | -21 | -10 | -1 | -3 | 1 | -10 | i | 4
COC(=O)c1ccccc1NC(=O)CSc1nnc(-c2ccoc2C)n1C | 2 | 14 | 1 | -1 | 0 | -4 | 5 | -11 | i | -6
CSCC[C@H](NC(=O)Nc1ccc(OC(F)(F)F)cc1)C(=O)O | 1 | -1 | 4 | 9 | 0 | 5 | 6 | 25 | i | 1
Cc1ccc(C(=O)Nc2nc(=O)[nH]s2)cc1 | 3&-2 | 15&5 | -30&-32 | 1&-5 | 0&0 | -1&0 | 2&-4 | 11&-5 | i | -21&5
CCOC(=O)c1c(-c2ccccc2)oc2ccc(OC(C)C(=O)O)cc12 (stereo unspecified) | -2 | 28 | -23 | -9 | 5 | -3 | 9 | -8 | i | 2
COc1cc(C)c(NC(=S)Nc2cccc(Cl)c2C)cc1OC | 7 | 27 | 8 | 14 | -1 | -8 | 0 | 5 | i | -28

9 entries out of the list, ordered by heavy-atom count, highest first:
SMILES | IEC-6 tox | AI-2 QS mod | KLF5 inh | HSF1 inh | GSK3A inh | HSP90 refold inh | GSK3B inh | HSF1 activator | PolyA inhibitor | aSyn 5UTR inh
COc1ccc(N2CCN(C(=O)CNC(=O)c3ccc(C(C)(C)C)cc3)CC2)cc1 | -1 | -3 | -42 | -1 | -3 | 3 | -1 | 10 | i | 4
CC1CCCC(C)N1NC(=O)c1cccc(S(=O)(=O)N2CCc3ccccc32)c1 (stereo unspecified) | -4 | 22 | 14 | 8 | -2 | 3 | 4 | 13 | i | 5
CCOC(=O)c1c(-c2ccccc2)oc2ccc(OC(C)C(=O)O)cc12 (stereo unspecified) | -2 | 28 | -23 | -9 | 5 | -3 | 9 | -8 | i | 2
CC1(C)CC(NC(=O)c2cc([N+](=O)[O-])cc([N+](=O)[O-])c2)CC(C)(C)N1 | -2 | 28 | 12 | 3 | -2 | -5 | 2 | 28 | i | 14
CC(=O)c1ccc(N2CCN(C(=O)c3cccs3)C(C)C2)c(F)c1 (stereo unspecified) | 2 | -3 | 6 | 1 | -2 | 4 | -2 | -10 | i | -1
CC(=O)N1CCN(CC(=O)Nc2c(Cl)cc(Cl)cc2Cl)CC1 | -5 | 18 | 18 | 0 | -3 | 2 | 0 | 4 | i | 19
Cc1cccn2cc(CCNC(=O)Cc3cccs3)nc12 | 2 | 10 | -21 | -10 | -1 | -3 | 1 | -10 | i | 4
Cc1ccc(S(=O)(=O)NC(C)C(=O)NC2CC2)cc1 (stereo unspecified) | -2 | 12 | -6 | -9 | . | -3 | 3 | 7 | . | 15
Cc1ccc(C(=O)Nc2nc(=O)[nH]s2)cc1 | 3&-2 | 15&5 | -30&-32 | 1&-5 | 0&0 | -1&0 | 2&-4 | 11&-5 | i | -21&5

Some of the compounds tested, so the mix of outcomes need not match the whole.
